# Assay outcomes from PubChem.
# EBV gp42 block – inhibitors of Epstein-Barr virus glycoprotein 42. Fluorescence polarization binding assay, mP read-out. actives 0.42% (n = 220,000). AID 1085. Q1HVG2. inhibition, % (tested at 21.74 µM); in the data active means inhibition above about 50%
# Target sequence (Q1HVG2 whole entry, looked up): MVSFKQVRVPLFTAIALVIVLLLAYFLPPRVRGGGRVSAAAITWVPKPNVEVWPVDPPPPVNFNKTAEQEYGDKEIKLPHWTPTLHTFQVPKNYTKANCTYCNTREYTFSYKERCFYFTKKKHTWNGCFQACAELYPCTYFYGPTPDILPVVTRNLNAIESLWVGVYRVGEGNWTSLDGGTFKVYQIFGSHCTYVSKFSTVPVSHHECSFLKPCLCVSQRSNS
# PPC-1+TRAIL kill – compounds killing PPC-1 cancer cells with TRAIL present (potentiator screen, no TRAIL-free arm) | PPC-1 cells + TRAIL, ATPLite viability luminescence | cell killing (% activity), % at 4 µM | actives 0.41% (n = 220,000) | AID 1443;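 active means cell killing above 50% in the first pass at 4 µM, then a duplicate retest at 5 µM averaging 50% or more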;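 further: plate controls were cells with TRAIL plus DMSO for no effect and medium-only wells lacking cells for full effect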
# TNF death inh – blocks TNF-alpha induced death of Jurkat FADD-/- cells; Jurkat FADD-/- TNF necroptosis rescue, ATP luminescence, 24 h; 0 = TNF only, 100 = no-TNF cells; activation (protection from cell death), % at 10 µM; actives 0.068% (n = 220,000);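 active means activation, meaning protection from cell death, of at least 50% relative to plate controls; inactive means activation below 50%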;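 further: necroptosis triggered by 40 ng/mL TNF-alpha added together with compound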
# TRPN1 ag – activates the zebrafish TRPN1 channel; HEK293 zebrafish TRPN1-YFP, Fluo-8 calcium fluorescence; 100% = response to 87 µM carbachol; activation, % at 3 µM; actives 0.18% (n = 220,000); AID 1424;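 active means activation above its plate's cutoff, the mean activation of test wells on that plate plus 3 SD, cut at about 19% in these data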;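 further: 0% = DMSO alone and 100% = 87 µM carbachol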
#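 Material – zebrafish TRPN1-YFP in HEK293 cells · Doses – 3 µM single point · Schedule – dye 1 h 37 °C plus 30 min RT · Signal – Fluo-8 calcium fluorescence, excitation 470-495 nm, emission 515-575 nm · Read-out – % activation versus carbachol response · Control set – carbachol high, DMSO low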
# NCF1 inh – inhibitors of human p47phox binding; inhibition, % at 24.7 µM; p47phox/p22phox peptide binding, fluorescence polarization, 2 h; P14598; actives 0.53% (n = 220,000);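 active means inhibition above about 30%, limit read from the data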;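 further: 0% = p47phox with labelled peptide and 100% = labelled peptide alone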
# CHOP inhibitor – blocks CHOP induction under ER stress | actives 3.8% (n = 220,000) | CHO-K1 CHOP-promoter luciferase, tunicamycin-induced, 15-18 h | inhibition, % at 10 µM;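 active means compounds that reduced the stress-induced luciferase reporter signal by more than about 70% of percent inhibition, limit read from the data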;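 further: 0% = tunicamycin plus vehicle and 100% = wells without tunicamycin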
# TRPML3 ag – agonists of human TRPML3 channel | HEK293 TRPML3-YFP, Fluo-8 calcium fluorescence; 100% = the carbachol control signal | Q8TDD5 | activation, % at 3 µM | actives 0.29% (n = 220,000);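 active means activation above its plate's cutoff, the mean activation of the plate's test wells plus 3 SD, cut at about 12% in these data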;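 further: 0% = DMSO only wells and 100% = carbachol wells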
#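 Material: HEK293 cells stably carrying human TRPML3-YFP; compound dosing: single dose, 3 µM final nominal compound, 0.3% DMSO final; incubation: 1-h 37 °C dye load, 5-s basal, 120-s post-compound reads; technique: Fluo-8 intracellular calcium fluorescence, excitation 470-495 nm, emission 515-575 nm; read-out basis: percent activation from peak-to-basal fluorescence ratio, scaled between DMSO and carbachol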
# Mdm2 ligase inh – blocks human Mdm2 ubiquitin ligase activity | Q00987 | cell-based MDM2 ubiquitination luciferase reporter, 2 h; 0 = plate control, 100 = twice control, blank-subtracted | signal enhancement, % at 5 µM | actives 0.11% (n = 210,000);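 active means signal enhancement of 30% or more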;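 further: luminescence tracks abundance of the self-degrading MDM2-luciferase fusion protein; higher signal means inhibition of MDM2 E3 ligase activity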
# Target sequence (Q00987 whole entry, looked up, the tested form may be a part): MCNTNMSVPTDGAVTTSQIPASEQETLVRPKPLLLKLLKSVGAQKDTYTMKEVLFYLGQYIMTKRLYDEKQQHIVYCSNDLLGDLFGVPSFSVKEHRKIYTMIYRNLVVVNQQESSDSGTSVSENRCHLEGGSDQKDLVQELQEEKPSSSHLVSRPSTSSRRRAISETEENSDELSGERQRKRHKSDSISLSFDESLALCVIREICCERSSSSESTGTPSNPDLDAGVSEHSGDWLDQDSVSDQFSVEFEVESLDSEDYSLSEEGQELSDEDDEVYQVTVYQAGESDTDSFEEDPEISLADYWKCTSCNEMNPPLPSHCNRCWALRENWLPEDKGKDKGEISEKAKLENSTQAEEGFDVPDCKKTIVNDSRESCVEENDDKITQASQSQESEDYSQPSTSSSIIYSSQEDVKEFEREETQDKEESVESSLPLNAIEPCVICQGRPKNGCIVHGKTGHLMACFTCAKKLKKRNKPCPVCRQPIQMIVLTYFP
#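 Assay system: stable mammalian line carrying autodegrading MDM2–luciferase fusion reporter; Input: 2000 cells in each well; Compound dosing: single-point 5 µM; Schedule: 2 h compound exposure at 37 °C; Signal: SteadyLite luciferase luminescence after 15 min room-temperature reagent incubation; Evaluation: % luminescence enhancement versus blank-corrected plate control mean; Benchmarks: plate controls and plate blanks.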
# Runt-SMMHC FRET – blocks binding of human RUNX1 Runt domain to CBFb-SMMHC; actives 0.74% (n = 220,000); Cerulean-Runt/Venus-CBFb-SMMHC FRET ratio 530/480, 1 h; AID 1434; inhibition, % at 20 µM;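 active means mean inhibition across duplicate retests at 20 µM reaching about 50%, limit read from the data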;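 further: 0% = DMSO wells and 100% = wells with excess untagged CBFb-SMMHC; inhibitors lower the FRET ratio by blocking Runt binding to CBFb-SMMHC; some results filed as inactive read as strong as hits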
# * hit, by the source's call; . = no result given.
SMILES,EBV gp42 block,PPC-1+TRAIL kill,TNF death inh,TRPN1 ag,NCF1 inh,CHOP inhibitor,TRPML3 ag,Mdm2 ligase inh,Runt-SMMHC FRET
CCOc1ccc(C(=O)c2ccc([N+](=O)[O-])cc2Cl)cc1,-18,-1,0.1,-1.3,-4,31,-1.0,-8,-4
CC(=O)Nc1ccc(S(=O)(=O)Nc2nc3ccccc3nc2Nc2cccc(O)c2)cc1,-1,14,0.5,0.3,-13,16,0.8,1,-4
COc1ccccc1CNC(=O)Cn1cnc2ccccc2c1=O,2,-8,2.1,1.9,-13,36,0.8,9,2
Cc1ccc(OCC(=O)N2CCN(C(=O)c3cccnc3)CC2)cc1,-9,0,-2.4,2.9,5,17,0.3,-4,1
COc1ccc2[nH]c(CN3CCN(CCC(C)C)C(CCO)C3)c(C)c2c1 (configuration not stated),-4,14,2.7,1.6,-2,9,1.0,-20,-1
Cc1nnc(SCC(=O)O)o1,-16,-7,-0.2,1.3,-3,4,1.2,-10,0
Oc1ccc(C(c2nnnn2CCc2ccccc2)N2CCN(c3nc4ccccc4s3)CC2)cc1 (configuration not stated),-3,26,-4.9,-0.6,-11,8,0.8,.,0
CCCCOc1ccc(OCCCN2CCOCC2)cc1,-7,12,3.9,0.6,-2,0,0.3,.,-2
O=C(NCCCN1CCCC1)c1cccc(N2CCCC2=O)c1,-4,8,-1.7,0.1,-12,26,0.1,-21,4
CCCn1nc(NS(=O)(=O)c2ccccc2)c2cc3ccccc3nc21,-4,19,.,.,-7,30,.,4,-12
Cn1c(SCC(=O)N2CCN(S(=O)(=O)c3ccccc3)CC2)nc2ccccc21,-6,10,-1.9,0.7,-4,9,0.5,-14,-4
C=CCN1C=C2C(=O)C(C)(OC(=O)CCC(=O)OC)C(=O)C=C2C=C1C1CC1 (configuration not stated),4,0,0.3,.,9,-10,.,-6,-4
CCOc1ccccc1NC(=O)CSc1nnc(-c2ccco2)o1,-22,23,-5.4,-0.2,-9,-31,0.3,3,-1
CC12C(=O)N(n3cnnc3)C(=O)C1C1C=CC2C1 (configuration not stated),-3,-7,-1.2,-0.8,-7,11,-0.3,-6,1
CC1CN(C(=O)c2cc3cc(Cl)cc(Cl)c3oc2=O)CC(C)O1 (configuration not stated),12,-7,-0.7,-0.3,0,18,-0.6,4,-51
Cc1nc(C(=O)NCC(=O)c2ccc(Cl)cc2)c(C(F)(F)F)o1,-10,13,2.5,-0.4,-11,2,-0.3,-21,0
O=C(CSc1ccsc1[N+](=O)[O-])NC1CCCC1,2,9,1.7,0.3,2,-8,0.4,-4,-1
Cc1cc(/C=C2/NC(=O)N(c3ccccc3)C2=O)c(C)n1-c1cccnc1,2,4,0.4,0.1,-23,0,0.5,-1,0
CCOC(=O)CC1C(=O)NCCN1C(=O)c1cc2c(=O)n3cccc(C)c3nc2s1 (configuration not stated),-14,4,-1.3,0.8,-2,21,0.4,-10,15
COc1ccc(-c2cc(=O)c3cc(F)ccc3[nH]2)cc1,-24,6,0.3,0.4,0,0,0.7,.,0
Cn1c(N/N=C2\CCCc3ccccc32)nc2c1c(=O)n(Cc1ccc(F)cc1)c(=O)n2C,-1,22,-6.5,0.7,8,83*,0.7,-11,0
O=C(CSc1ncccn1)NC(=O)c1ccccc1,-14,4,0.7,0.9,-7,27,0.2,22,1
O=C(O)CSCCc1ccccn1,-12,7,-0.8,-1.2,-6,3,-0.5,1,-5
CC(C)NS(=O)(=O)c1ccc(OCC(=O)NCc2ccco2)cc1,3,10,-0.3,0.4,6,-8,0.7,-17,-3
Cc1ccc(S(=O)(=O)N2CCCC2C(=O)Nc2nccs2)cc1 (configuration not stated),-3,9,-3.2,1.3,-13,32,1.9,-8,2
O=C(c1ccco1)N(CCC(c1ccccc1)c1ccco1)Cc1ccco1 (configuration not stated),16,5,-6.4,-1.5,-36,-17,-0.7,-7,-8
Cc1cccc2c(=O)c(C(=O)N3CCCCCC3)c[nH]c12,4,9,0.0,0.8,-5,-5,-0.1,-8,-2
O=C(Nc1ccccc1)c1ccc(N2CCN(c3ccccc3)CC2)c(S(=O)(=O)N2CCOCC2)c1,1,-4,0.4,1.0,-18,47,0.7,-9,0
COc1cccc(C2=CC(c3ccccc3)n3nnnc3N2)c1 (configuration not stated),6,13,-8.1,-1.1,1,-14,-1.5,-17,-16
Cc1ccnc(SCc2cn3c(C)cc(C)nc3n2)n1,-1,-9,1.4,1.4,5,1,-0.2,-11,-2
CC(=O)OC(C(=O)NC1CCCCC1)c1cccc(F)c1 (configuration not stated),-13,-7,40,-0.4,-1,7,0.8,-7,5
O=C(Nc1ccc(Cl)c(Cl)c1)Nc1cc(S(=O)(=O)N2CCOCC2)ccc1N1CCCC1,-12,-2,1.7,1.7,-21,31,0.9,-2,3
COc1ccc(-c2ccc(C#N)c(SCC(=O)NCc3ccco3)n2)cc1OC,-16,-4,-1.3,-0.7,-11,-1,0.2,-13,-6
O=C(c1cnn2c(C(F)F)cc(-c3ccccc3)nc12)N1CCCCC1c1cccnc1 (configuration not stated),7,-4,-4.1,-1.1,4,14,0.4,-17,-2
CNc1nc(N2CCc3ccccc32)ncc1F,-14,35,-3.9,-1.1,-10,-1,-0.2,-12,0
COc1cc2c(C#N)c(N3CCCCC3)nc(N)c2c(N)n1,-20,10,-9.8,1.0,-8,-2,-0.2,-17,-16
Cc1cc(C)n(C/C=C/Cn2nc(C)cc2C)n1,-6,-2,0.0,1.4,-5,1,0.0,-12,1
COc1ccc(N2CCN(C3CC(=O)N(Cc4ccc(N5CCCC5=O)cc4)C3=O)CC2)cc1 (configuration not stated),16,4,-1.2,2.4,-9,24,1.3,-5,-3
Cc1ccc(CC(=O)Nc2ncc([N+](=O)[O-])s2)cc1,-1,6,77*,13,5,1,7.9,-13,-3
O=c1cc[nH]c2ccc(OC(F)(F)F)cc12,-7,-15,1.2,0.9,-4,3,0.5,-6,4
Cc1cccc(C(=O)OCC(=O)Nc2nccs2)c1,-22,31,0.1,-1.3,-4,12,-0.4,-12,-4
O=C(NC(c1ccccc1)c1ccccc1)C1CCCO1 (configuration not stated),-28,14,-1.3,-1.3,-10,-4,0.4,-5,-21
COC(=O)C(C)C1Sc2ccccc2NC1=O (configuration not stated),-2,2,-2.5,-0.2,0,8,-0.1,-16,-3
COc1cccc(OCC(O)CN2CC(C)CC(C)C2)c1 (configuration not stated),-17,15,-1.0,0.5,-13,-4,0.8,-11,2
CCC1S/C(=C(\C#N)C(=O)NCc2ccco2)N(c2ccc(Br)cc2)C1=O (configuration not stated),1,39,-3.5,1.8,-16,26,0.9,-2,12
CC(=O)Nc1ccc(O)cc1[N+](=O)[O-],-24,3,1.7,-0.5,-11,10,-0.1,-15,-3
O=C(Cn1c(-c2ccccc2)noc1=O)N1CCC(Cc2ccccc2)CC1,7,13,0.0,4.1,7,-15,1.7,-15,2
CC12CN3CCN(CC(C3)/C1=N\NC(=O)c1ccccc1N)C2,-9,24,-0.2,1.3,-12,7,0.6,-2,3
CC(=O)c1nc(N2C(=O)CC(Cc3ccccc3)C2=O)sc1C (configuration not stated),-15,9,1.6,0.8,-7,13,0.5,-6,2
COc1ccccc1-c1nc(SCC(=O)O)n[nH]1,-14,33,-0.5,0.1,3,-5,0.3,-11,1
O=C(O)/C=C/c1cn(Cc2ccccc2)nc1-c1ccc(Cl)cc1,-8,14,-0.4,1.2,-5,-5,0.1,8,4
COc1ccc2[nH]c(N=Nc3ccccc3C)c(O)c2c1,-65,17,1.1,-1.6,-29,42,0.6,-1,0
Cn1cc(Br)c(C(=O)NNC(=O)c2ccc(Cl)cc2)n1,-23,-17,0.5,-0.7,-6,-4,1.1,-8,-2
O=C(CCN1C(=O)/C(=C/c2cccs2)SC1=S)NC1=NCCS1,0,17,0.6,-0.5,-28,9,0.7,-7,0
CCn1c(COc2cccc3cccnc23)nnc1SCC(=O)O,-1,-16,1.3,-0.1,1,10,0.2,-14,-1
Cc1ccccc1-n1c(SC2CCOC2=O)nnc1-c1ccncc1 (configuration not stated),0,20,0.5,-0.8,-5,7,-0.8,-2,0
O=C(Nc1ccc(Cl)cc1)C1CCC(=O)N1Cc1ccccc1Cl (configuration not stated),-7,10,-4.3,0.7,1,39,-0.1,2,1
Cc1cc(Br)c(Cl)cc1NC(=O)CN1C(=O)C2C3CC(c4ccccc4)C(C3)C2C1=O (configuration not stated),-3,12,4.3,0.2,-17,67,1.1,0,-4
Cc1ccccc1-n1ccnc1SCC(=O)NCc1ccco1,-1,5,1.2,-0.7,-2,26,0.3,-2,0
CCC(CC)NC(=O)/C=C/c1ccccc1Cl,-9,31,1.7,-3.4,3,-10,-0.1,-6,-6

# The last 2 compounds of the part before lead into the next.
SMILES,EBV gp42 block,PPC-1+TRAIL kill,TNF death inh,TRPN1 ag,NCF1 inh,CHOP inhibitor,TRPML3 ag,Mdm2 ligase inh,Runt-SMMHC FRET
Cc1ccccc1-n1ccnc1SCC(=O)NCc1ccco1,-1,5,1.2,-0.7,-2,26,0.3,-2,0
CCC(CC)NC(=O)/C=C/c1ccccc1Cl,-9,31,1.7,-3.4,3,-10,-0.1,-6,-6
COc1ccc([N+](=O)[O-])c2c(=O)ccoc12,-3,14,0.6,1.5,-3,31,0.3,1,2
Cc1ccc(NC(=O)N2CCCC2)cc1Cl,-7,-4,0.9,0.8,0,-12,0.3,-23,-3
Cc1cccc(NNC(=O)C2CCC2)c1,-14,-6,2.7,0.8,-10,-12,0.6,-9,5
C/C(N)=C(/C#N)C(=O)CSc1nc2ccccc2c(=O)n1-c1ccc(C)c(Cl)c1,-16,-2,-0.2,-0.5,-34,45,0.9,-8,0
O=C1CSC(c2ccccc2[N+](=O)[O-])N1c1ccc(O)cc1 (configuration not stated),-9,13,-0.3,1.2,.,4,0.6,.,5
COc1ccc(Cn2nnnc2C(c2ccc3ncccc3c2)N2CCN(C3CCCCC3)CC2)cc1 (configuration not stated),-25,21,4.3,1.5,-12,-6,1.6,10,-1
CSc1ccc(/C=N/Nc2ccc(Cl)c(C(=O)O)c2)cc1,-16,6,0.8,1.1,1,34,0.9,-32,-16
